Compound activity from PubChem.
INS promoter inh: TRM-6 insulin promoter activity inhibition; TRM-6 cells (human fetal islet line), insulin promoter-eGFP reporter, imaging; reporter expression induced with tamoxifen; inhibition, % at 2 µM; 130,000 tested, 0.9% active;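 active means inhibition above the mean plus 3 SD, with well images judged a real hit on visual review, cut at about 60% in these data, passing the limit was not always enough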
SDO1 yeast rescue: sdo1-depleted yeast growth rescue; z-score at 10 µM; S. cerevisiae sdo1-depleted JHY4D growth rescue, OD600 30 h; hits give high values; pdr5 snq2 efflux-pump mutant strain; 140,000 tested, 0.21% active; AID 817;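 active means z-score above 3 at both the 24 hr and the 30 hr optical density reads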;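 further: z-score against mean and SD of all compound wells on the same plate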
SDO1 yeast rescue Rescue 24 h: also measured in SDO1 yeast rescue; calls as there; z-score; S. cerevisiae sdo1-depleted JHY4D growth rescue, OD600; measured here: growth rescue at 24 h;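 0 is the plate mean of compound wells and units are plate SD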
An asterisk follows results filed as active; · = not tested or not shown; & = joins results of further samples; [ ] = dose if it differs, or a comment. The order is random, and some 0.94% of all compounds hit somewhere here.

SMILES | INS promoter inh | SDO1 yeast rescue | SDO1 yeast rescue Rescue 24 h
CCOC(=O)c1[nH]c(C)c(C(=O)Nc2cc(OC)ccc2OC)c1C | -252 | -1.1 | -0.67
CCCc1cc(=O)oc2c(CN3CCOCC3)c(O)ccc12 | 9 | -0.12 | -1
COc1ccc(NC(=O)c2ccc(Br)o2)cc1 | 0 | 0.5 | 0.76
Cc1ccc(C(=O)NNC(=O)CSc2n[nH]c(-c3cccnc3)n2)cc1 | 27 | · | ·
Cc1ccc(N(CCC(=O)O)S(=O)(=O)c2ccccc2)cc1 | 0 | 0.55 | 0
Cc1cc(Cl)ccc1NC(=S)NCc1ccccc1Cl | -23 | -1.1 | -0.68
COC(=O)c1cccc(NC(=O)c2ccco2)c1 | -222 | 2 | 2.5
CCc1ccccc1Nc1cc(C(=O)NCc2ccccn2)c2ccccc2n1 | -233 | · | ·
O=C(Nc1nc(-c2ccccc2)cs1)C1CCCCN1S(=O)(=O)c1ccc(Cl)cc1 (stereo not given) | -14 | -1.6 | -1.1
CCn1cc(C(=O)NCc2ccc3c(c2)OCO3)c(=O)c2cc(S(=O)(=O)N3CCOCC3)ccc21 | · | -0.27 | -0.22
CCOc1cc(C2NC(=O)N(C)C(C)=C2C(=O)OC)cc(Br)c1O (stereo not given) | -20 | 0.58 | 0.16
O=C(Nc1nnc(-c2ccc(Cl)s2)o1)C1CC1 | 68 | · | ·
Fc1ccc(F)c(NC(=S)NCCc2ccccc2)c1 | -73 | · | ·
CCc1cc2c(=O)c(-c3nc(C)cs3)c(CCCC(=O)O)oc2cc1O | 18 | · | ·
CC(C)c1ccc(C(C(=O)NC2CCCCC2)N(C(=O)c2ccccn2)c2cccnc2)cc1 (stereo not given) | -33 | · | ·
CC(C)(C)NCC(O)(c1ccc(Cl)cc1)c1ccc(Cl)cc1 | -66 | · | ·
O=C(Nc1ccccc1-c1nnc(SCc2ccccc2Cl)o1)c1ccccc1 | 12 | -0.38 | -1
COc1ccc(CNC(=O)C2CSCCS2)cc1 (stereo not given) | · | 0.65 | 0.51
C=CCn1c(SCC(=O)N2CCN(C(=O)c3ccco3)CC2)nc2sc(CC)cc2c1=O | 27 | -0.51 | -0.61
O=C(NC(=S)NCCCN1CCOCC1)c1ccc(Br)cc1 | 8 | · | ·
Nc1nc(CN2CCN(Cc3ccc4c(c3)OCO4)CC2)nc(Nc2ccccc2)n1 | -27 | 0.4 | -0.35
Cc1ccc(-n2c(=O)c3sccc3n(CC(=O)NC3CCCCC3)c2=O)cc1 | 13 | · | ·
CS(=O)(=O)N1CCN(c2ccc(NC(=O)C(c3ccccc3)c3ccccc3)cc2)CC1 | 56 | 1.3 | 1.7
Cc1onc(-c2ccccc2)c1C(=O)NNC(=S)NC(=O)c1ccc(Cl)cc1Cl | -27 | -0.98 | -1
CC(C)(C)c1ccc(OC(=O)c2ccc3snnc3c2)cc1 | · | 0.19 | 0.71
Cc1cc(S(=O)(=O)Nc2c(C)ccc3nsnc23)ccc1F | -350 | -1.9 | -1.4
Cc1cc(Cl)ccc1OCC(=O)NCCOC(=O)Nc1sc(=S)n(C)c1C | -16 | 0.41 | -0.07
Cc1ccccc1N1C(=O)CN(Cc2sccc2C)C1=S | -84 | 0.22 | 0.53
CCCn1c(Nc2ccccc2C)nc2ccccc21 | 58 | 0.32 | -0.42
Cc1ccc2c(CC(=O)NCC(C)(C)N3CCOCC3)coc2c1 | 14 | · | ·

As a short view, 25 of the compounds above:
SMILES | INS promoter inh | SDO1 yeast rescue | SDO1 yeast rescue Rescue 24 h
CCOC(=O)c1[nH]c(C)c(C(=O)Nc2cc(OC)ccc2OC)c1C | -252 | -1.1 | -0.67
CCCc1cc(=O)oc2c(CN3CCOCC3)c(O)ccc12 | 9 | -0.12 | -1
COc1ccc(NC(=O)c2ccc(Br)o2)cc1 | 0 | 0.5 | 0.76
Cc1ccc(C(=O)NNC(=O)CSc2n[nH]c(-c3cccnc3)n2)cc1 | 27 | · | ·
Cc1ccc(N(CCC(=O)O)S(=O)(=O)c2ccccc2)cc1 | 0 | 0.55 | 0
Cc1cc(Cl)ccc1NC(=S)NCc1ccccc1Cl | -23 | -1.1 | -0.68
COC(=O)c1cccc(NC(=O)c2ccco2)c1 | -222 | 2 | 2.5
CCc1ccccc1Nc1cc(C(=O)NCc2ccccn2)c2ccccc2n1 | -233 | · | ·
O=C(Nc1nc(-c2ccccc2)cs1)C1CCCCN1S(=O)(=O)c1ccc(Cl)cc1 (stereo not given) | -14 | -1.6 | -1.1
CCn1cc(C(=O)NCc2ccc3c(c2)OCO3)c(=O)c2cc(S(=O)(=O)N3CCOCC3)ccc21 | · | -0.27 | -0.22
CCOc1cc(C2NC(=O)N(C)C(C)=C2C(=O)OC)cc(Br)c1O (stereo not given) | -20 | 0.58 | 0.16
O=C(Nc1nnc(-c2ccc(Cl)s2)o1)C1CC1 | 68 | · | ·
Fc1ccc(F)c(NC(=S)NCCc2ccccc2)c1 | -73 | · | ·
CCc1cc2c(=O)c(-c3nc(C)cs3)c(CCCC(=O)O)oc2cc1O | 18 | · | ·
CC(C)c1ccc(C(C(=O)NC2CCCCC2)N(C(=O)c2ccccn2)c2cccnc2)cc1 (stereo not given) | -33 | · | ·
CC(C)(C)NCC(O)(c1ccc(Cl)cc1)c1ccc(Cl)cc1 | -66 | · | ·
O=C(Nc1ccccc1-c1nnc(SCc2ccccc2Cl)o1)c1ccccc1 | 12 | -0.38 | -1
COc1ccc(CNC(=O)C2CSCCS2)cc1 (stereo not given) | · | 0.65 | 0.51
C=CCn1c(SCC(=O)N2CCN(C(=O)c3ccco3)CC2)nc2sc(CC)cc2c1=O | 27 | -0.51 | -0.61
O=C(NC(=S)NCCCN1CCOCC1)c1ccc(Br)cc1 | 8 | · | ·
Nc1nc(CN2CCN(Cc3ccc4c(c3)OCO4)CC2)nc(Nc2ccccc2)n1 | -27 | 0.4 | -0.35
Cc1ccc(-n2c(=O)c3sccc3n(CC(=O)NC3CCCCC3)c2=O)cc1 | 13 | · | ·
CS(=O)(=O)N1CCN(c2ccc(NC(=O)C(c3ccccc3)c3ccccc3)cc2)CC1 | 56 | 1.3 | 1.7
Cc1onc(-c2ccccc2)c1C(=O)NNC(=S)NC(=O)c1ccc(Cl)cc1Cl | -27 | -0.98 | -1
CC(C)(C)c1ccc(OC(=O)c2ccc3snnc3c2)cc1 | · | 0.19 | 0.71

More records follow:
SMILES | INS promoter inh | SDO1 yeast rescue | SDO1 yeast rescue Rescue 24 h
CCCc1ccc(Oc2c(-c3ccc(O)c(C)c3O)n[nH]c2C)cc1 | · | -2.6 | -2.2
CCCOc1ccc(OCCN2CCCC(C)C2)cc1 (stereo not given) | -43 | -0.59 | 0.22
O=C(NCCCN1CCCCC1)c1ccc2c(c1)NC(=O)C(N1CCCCC1)S2 (stereo not given) | 0 | -0.29 | -0.42
COc1ccc(Sc2nnc(Cc3ccccc3)c3ccccc23)cc1 | -17 | -0.53 | -0.26
CC(=O)Nc1ccc(NC(=O)/C=C/c2cccc(C(F)(F)F)c2)cc1 | -7 | 0.58 | 1.2
COc1ccc2[nH]cc(C(=O)CN3CCN(C/C=C/c4ccccc4)CC3)c2c1 | · | -0.95 | -0.8
CCN1CCN(C(c2cc(OC)c(OC)c(OC)c2)c2nnnn2C(C)C)CC1 (stereo not given) | · | 1.6 | 2.7
COC1(OC)N=C(N)C2(C#N)C(c3ccc(C)cc3)C12C#N (stereo not given) | · | 1.8 | 2.1
Cc1cc(C)c2nc3s/c(=C/c4ccccc4)c(=O)n3c2c1 | -44 | -0.35 | -0.3
Cc1c(Cl)cccc1N=C(N)N=C(N)N | 10 | · | ·
O=C(O)c1cn(Cc2ccccc2)c2ccccc2c1=O | -383 | 0.53 | -0.41
COc1ccc(C(=O)n2c(-c3ccco3)nc3ccccc32)cc1 | 41 | -0.74 | -0.52
O=C(O)CC(SCc1ccc(C(=O)O)o1)C(=O)O (stereo not given) | -76 | 0.69 | 0.67
COc1cccc(NC(=O)CSc2ccccn2)c1 | 9 | 0.22 | -0.14
O=C(N/N=C/c1c(Cl)cccc1Cl)c1ccc(F)cc1 | · | -0.46 | 0.07
CC(=O)NS(=O)(=O)c1ccc(NC(=O)C2c3ccccc3Oc3ccccc32)cc1 | 15 | 1.6 | 0.56
O=C(NN=C1CCCC1)c1ccn[nH]1 | 26 | -0.14 | -0.03
COc1cc(OC)cc(C(=O)NNc2nc3cc4c(cc3s2)OCO4)c1 | 12 | 0.43 | -0.18
Cc1nc(CNS(=O)(=O)c2cc(F)ccc2F)cs1 | 47 | 1.5 | 2.3
CCOC(=O)CC(=O)CSc1nnc2c(n1)[nH]c1ccccc12 | -36 | 0.16 | 0.3
Cc1nc2[nH]c(=O)c3c(n2n1)NC1=C(C(=O)CC(C)(C)C1)C3c1ccccc1 (stereo not given) | · | 0.75 | 0.14
Cn1c(SCC(=O)c2c(N)n(C)c(=O)n(C)c2=O)nnc1-c1ccc(F)cc1 | 16 | -0.25 | -1
Cc1ccc(Nc2nc3c(c(=O)[nH]c(=O)n3C)n2Cc2ccc(F)cc2)cc1 | -38 | 1.2 | 2.8
CNS(=O)(=O)c1ccc(NCC2COc3ccccc3O2)c([N+](=O)[O-])c1 (stereo not given) | -17 | 0.53 | 0.71
COc1ccc(OC)c(S(=O)(=O)n2nc(C)cc2C)c1 | 19 | 0.74 | 0.45
Cc1cc(C(F)F)nn1CC(=O)NCc1ccccc1F | 0 | 1 | 1.2
O=C(Cn1cnc2ccccc21)Nc1cc(C(F)(F)F)ccc1N1CCOCC1 | 3 | 1.6 | 2.1
Cc1cc(C)c(/C=N/n2c(C)cc(C)c(C#N)c2=O)c(C)c1 | 25 | -0.3 | 0.82
O=C(Nc1ccc2c(c1)OCO2)C1Cc2ccccc2CN1S(=O)(=O)c1cccs1 (stereo not given) | · | -0.59 | 1.4
O=C(CCCCn1c(=O)c2ccccc2n(CC(=O)Nc2ccc(F)cc2)c1=O)NCc1ccco1 | -25 | 1.4 | 2.5
Cc1cc(C)c2c3c(sc2n1)C(=O)N(Cc1ccccc1)CC(=O)N3 | 31 | -0.35 | -0.67
C=C1CC(C(=O)N/N=C/c2ccccc2)C1 | · | 1.5 | 1.1
COc1cc(/C=N/NC(=O)C(=O)NCc2ccco2)ccc1O | 26 | 1.2 | 0.24
CNC(=O)CN(C1CCCCC1)S(=O)(=O)c1ccc(OC)c(Cl)c1 | 11 | -1.1 | -1.9
Cc1cccc(C(=O)Nc2ccccc2-c2nnn(CC(=O)Nc3ccc4c(c3)OCCO4)n2)c1 | · | 0.11 | 1.6
C=CCn1c(=O)c2ccccc2n2c(SCc3nc(N)nc(Nc4ccccc4C)n3)nnc12 | · | 0.53 | 0.81
S=C1NC(C23CC4CC(CC(C4)C2)C3)=CC(c2ccc3c(c2)OCO3)N1 (stereo not given) | -82 | · | ·
COc1cccc(C2NC(=O)c3sc(=S)n(-c4ccccc4)c3N2)c1 (stereo not given) | 19 | 0.19 | 0.37
Cc1ccc(-n2nnnc2SCC(=O)N2CCc3ccccc3C2)c(C)c1 | 15 | -1.8 | -1.6
O=C(CN1CCCC1=O)NC1(C(F)(F)F)NC(=O)N(Cc2ccccc2)C1=O (stereo not given) | 51 | -1.1 | -0.47
Nc1nc(SCC(=O)C23CC4CC(CC(C4)C2)C3)n[nH]1 | · | 0.2 | -0.41
CCn1c2ccccc2c2cc(NC(=O)c3ccco3)ccc21 | 25 | -2.5 | -1.4
CNC(=O)c1ccsc1NC(=O)c1ccc(S(=O)(=O)N2CCc3ccccc32)cc1 | -17 | -1.2 | -0.84
Cc1cc(NC(=O)CSc2nnc(-c3cccs3)n2N)no1 | -42 | 0.03 | -0.34
CCN(C(=O)CSc1nnc(-c2c[nH]c3ccccc23)o1)C1CCS(=O)(=O)C1 (stereo not given) | 10 | · | ·
CCOCCCNC(=O)Cc1ccc(F)cc1 | 27 | 0.53 | -0.78
CSc1ccccc1C(=O)Nc1cccc(C(C)O)c1 (stereo not given) | 40 | -1.2 | -1.5
COc1ccc(-c2nnn(CC(=O)c3ccccc3)n2)cc1OC | -15 | 0.86 | 1.4
Cc1cccc(C)c1NC(=S)N(Cc1cccnc1)Cc1ccccc1Cl | -60 | · | ·
CC(C)CCNC(=O)CCSCCC(=O)NCCC(C)C | 20 | 0.32 | -0.36
O=[N+]([O-])c1cccc(Cl)c1N1CCOCC1 | 10 | 0.44 | -0.14
Cn1nc(C(=O)NCc2ccccn2)c2ccccc2c1=O | · | 1[14.7 µM] | 0.59
NNC(=O)c1nn(-c2ccccc2)cc1O | -21 | · | ·
Nc1nnnn1N=C1CCCCC1 | · | 0.66 | -0.96
CCOC(=O)c1c(-c2ccc(F)cc2)csc1NC(=O)CCN1C(=O)c2ccccc2C1=O | · | 0.59 | 0.72
CC(=O)/C=C(/C)NC(Cc1c[nH]c2ccccc12)C(=O)O (stereo not given) | -36&35 | 0.01&0.81 | -0.72&0.32
CCn1cnc2sc(C(=O)N3CCN(c4ccc(OC)cc4)CC3)c(C)c2c1=O | · | 0.89 | 0.49
CCn1c(=O)cc(OCC(=O)Nc2ccccc2C#N)c2ccccc21 | · | -0.31 | 0.04
CC1CCCCN1S(=O)(=O)c1ccc(C(=O)Nc2nnc(-c3ccncc3)o2)cc1 (stereo not given) | 10 | · | ·
O=C(NCc1ccco1)c1ccc(COCC(F)(F)F)cc1 | -68 | 0.76 | 0.74
Cc1ncsc1CCOC(=O)C12CC3CC(CC(C3)C1)C2 | · | -1 | -1.1
CC(O)CNc1nc2c(c(=O)n(C)c(=O)n2C)n1Cc1cccc(Br)c1 (stereo not given) | 18 | -0.44 | -0.02

Whole records, quoted from the list. Order of screens: INS promoter inh	SDO1 yeast rescue	SDO1 yeast rescue Rescue 24 h
`Cc1cc(C(F)F)nn1CC(=O)NCc1ccccc1F` is entered as 0	1	1.2
`Cc1cc(C)c2c3c(sc2n1)C(=O)N(Cc1ccccc1)CC(=O)N3` is entered as 31	-0.35	-0.67
